TDP2 absorb: TDP2 (human) inhibition, absorbance primary screen; O95551; recombinant TDP2, T5PNP hydrolysis, p-nitrophenol absorbance 415 nm; inhibition, % at 12.8 µM; hit rate 0.34% among 370,000;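 active = inhibition above the mean of all tested compounds plus 3 SD, set per campaign, cut at about 25% in these data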;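 also: 0% = DMSO with enzyme and 100% = buffer with substrate but no TDP2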
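System: recombinant human TDP2 / Amount: 120 nM TDP2 per well / Also added: 5 mM T5PNP chromogenic substrate / Doses: 12.8 µM single point, 1% DMSO / Incubation: 2 h at 37 °C / Detection: p-Nitrophenol epi absorbance / Evaluation: % inhibition relative to enzyme-containing and enzyme-free wells / Repeats: singlicate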
PLC-gamma1 inh: PLC-gamma1 (human) inhibition, primary screen | hit rate 0.84% among 370,000 | AID 720700 | inhibition, % at 12.2 µM | purified PLC-gamma1, fluorogenic substrate, fluorescence; in the data active = inhibition above about 9.5%
Tn7 DDE FP: inhibitors of Tn7 peptide binding to human fibrin DD(E) | P02675 | FP displacement of FITC-Tn7 peptide from fibrin DD(E); 0% = median of compound wells per plate | inhibition, % at 8.3 µM | hit rate 0.13% among 370,000 | AID 720508;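 active = inhibition above the mean of compounds falling within the control limits plus 3 SD of them, cut at about 14% in these data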;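 also: 0% = plate median of compound wells and 100% = 10 µM Aha-Tn7 peptide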
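Assay system: Human clot-derived fibrin DD(E) complex | Buffer or medium: Tris/NaCl/CaCl2 buffer, pH 7.8 | Repeats: One replicate per compound | Benchmarks: Aha-Tn7 high control | Measure: % inhibition scaled between sample-field median and high-control FP | Schedule: 10 min plus 3 h, room temperature | Signal: Fluorescence polarization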
KLK7 zymogen act: proKLK7 (human) activation, primary screen. purified proKLK7, EDANS-DABCYL substrate fluorescence; 100% is mature enzyme control, 0% vehicle. activation, % at 7 µM. hit rate 0.9% among 370,000;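 active = activation above the mean of all tested compounds plus 3 SD, computed per campaign excluding outliers beyond control limits, cut at about 13% in these data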
ARFGAP1 inh: inhibitors of rat ARFGAP1 | inhibition, % at 16.5 µM | hit rate 0.26% among 360,000 | Arfgap1-stimulated ARF1 GTP hydrolysis, GDP FP detection;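 active = inhibition above a per-plate limit, mean inhibition of low control wells plus 3 SD, cut at about 25% in these data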;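 also: 0% = DMSO wells with enzyme and 100% = wells lacking Arfgap1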
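Material: rat Arfgap1 catalytic domain, aa 1-136; also added: human ARF1(Δ1-17)-GTP substrate; compound dosing: one concentration, 16.5 µM, DMSO 1.26%; incubation: GTP hydrolysis reaction 2 h at 25 °C; measured by: Tracer-displacement fluorescence polarization with EDTA stop, 620/688 nm; evaluation: % inhibition from polarization; repeats: one replicate per compound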
ADAM10 inh: ADAM10 inhibition, QFRET primary screen; inhibition, % at 7 µM; hit rate 0.62% among 370,000; O14672; recombinant ADAM10, EDANS/DABCYL FRET peptide cleavage, 3 h;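 active = inhibition above a per-campaign cutoff equal to the mean of compounds falling between control-based bounds plus 3 SD, cut at about 20% in these data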;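 also: 0% = DMSO wells while the 100% control is not disclosed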
Target sequence (O14672 214-748 limits assumed): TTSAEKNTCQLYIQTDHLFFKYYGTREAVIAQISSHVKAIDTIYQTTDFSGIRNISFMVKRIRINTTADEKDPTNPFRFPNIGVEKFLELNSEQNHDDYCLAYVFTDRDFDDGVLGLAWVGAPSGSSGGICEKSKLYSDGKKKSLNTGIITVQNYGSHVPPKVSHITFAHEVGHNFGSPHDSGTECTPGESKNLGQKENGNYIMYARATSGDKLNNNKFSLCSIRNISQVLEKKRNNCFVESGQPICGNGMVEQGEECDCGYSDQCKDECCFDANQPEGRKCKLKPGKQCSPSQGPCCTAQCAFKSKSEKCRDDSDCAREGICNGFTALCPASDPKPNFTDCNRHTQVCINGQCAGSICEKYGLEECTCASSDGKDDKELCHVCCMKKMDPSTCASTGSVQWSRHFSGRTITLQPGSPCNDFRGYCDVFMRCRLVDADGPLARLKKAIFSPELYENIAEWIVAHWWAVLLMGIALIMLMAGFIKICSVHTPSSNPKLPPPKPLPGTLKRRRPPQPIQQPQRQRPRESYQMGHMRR
Tn6 DDE FP: disrupts Tn6 cyclic peptide binding to fibrin D-Dimer-E complex; inhibition, % at 8.3 µM; hit rate 0.21% among 370,000; AID 720509; Fibrin DD(E) TRITC-Tn6 fluorescence polarization displacement; P02675;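 active = inhibition above a per-campaign cutoff: mean of compounds within control limits plus 3 SD, cut at about 15% in these data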;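 also: 0% = median of all compound wells on the plate and 100% = blocking peptide control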
ADAM17 inh: inhibitors of human ADAM17; P78536; recombinant ADAM17, EDANS/DABCYL FRET peptide cleavage; inhibition, % at 6.95 µM; AID 720648; hit rate 0.83% among 370,000;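 active = inhibition above the mean of compounds lying between control limits plus 3 SD, set per campaign, cut at about 8.5% in these data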;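 also: 0% = DMSO-only wells as the low control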
ASAP1 inh: blocks human ASAP1-stimulated Arf1 GTP hydrolysis; Q9ULH1; GDP FP detection; inhibition, % at 16.5 µM; hit rate 0.19% among 360,000; in the data active = inhibition above about 25%;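 also: 0% = vehicle with enzyme and substrate and 100% = no enzyme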
Target sequence (Q9ULH1 325-724 limits assumed): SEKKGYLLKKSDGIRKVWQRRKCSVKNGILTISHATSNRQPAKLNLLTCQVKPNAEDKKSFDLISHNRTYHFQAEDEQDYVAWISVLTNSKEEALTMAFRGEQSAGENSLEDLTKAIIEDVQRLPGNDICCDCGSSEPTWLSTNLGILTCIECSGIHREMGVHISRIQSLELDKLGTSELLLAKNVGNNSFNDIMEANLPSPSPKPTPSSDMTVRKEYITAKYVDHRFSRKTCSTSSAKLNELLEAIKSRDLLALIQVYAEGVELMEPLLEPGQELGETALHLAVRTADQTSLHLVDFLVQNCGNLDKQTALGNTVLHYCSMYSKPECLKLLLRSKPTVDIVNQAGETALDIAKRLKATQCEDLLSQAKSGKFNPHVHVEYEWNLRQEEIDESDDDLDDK
LEDGF integ inh: blocks HIV-1 LEDGF/p75-dependent DNA integration; inhibition, % at 3.7 µM; hit rate 0.64% among 370,000; TR-FRET IN-LEDGF/p75 DNA integration, Eu/Cy5; AID 743269;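 active = inhibition above the screen-wide mean plus 3 SD, cut at about 13% in these data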;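 also: signal is the Cy5 over europium emission ratio at 671 and 618 nm; 0% = plate median of compound wells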
The depositor's hits bear a star. Hits appear at their usual frequency; overall some 4.2% were active at least once.

The opening 9 entries, ahead of the listing:
TDP2 absorb,PLC-gamma1 inh,Tn7 DDE FP,KLK7 zymogen act,ARFGAP1 inh,ADAM10 inh,Tn6 DDE FP,ADAM17 inh,ASAP1 inh,LEDGF integ inh,mol
-1,-7,2,0.5,-4,-3,2,3,3,1,CCc1nc2ccc(C(=O)Nc3ccc(OC)c(OC)c3)cn2c1N(CC)Cc1ccc(OC)c(OC)c1
-16,3,-5,0.4,2,5,-4,3,20,3,CCN(c1ccccc1)S(=O)(=O)c1ccc(Cl)c(C(=O)OCC(=O)NC(=O)C(C)C)c1
-2,0,-5,-0.2,1,3,2,1,9,-3,CC1CN(C(=O)C(C)Sc2nc3ccccc3s2)CC(C)O1 (configuration not stated)
-12,-2,2,-1.1,7,6,-1,-1,-9,4,CC1=NN(C(=O)c2ccccc2Br)C(O)(c2ccc(Cl)cc2)C1 (configuration not stated)
-3,4,-1,0.4,-12,4,-3,0,-18,5,CCc1ccc(Nc2n[n+](-c3ccccc3)c(-c3cc(OC)c(OC)cc3Br)s2)cc1
10,3,6,1.3,-3,-1,2,-4,-13,-5,Nc1o[nH]c(=O)c1Cc1ccccc1
7,-3,6,0.2,5,4,-2,0,-6,2,Clc1ccc(OCc2nnc(SCc3nc4ccccc4[nH]3)n2Cc2ccco2)cc1
5,-121,0,-29,9,-164,7,-54,11,-1,COc1cc(OC)c(-c2nn3c(-c4ccco4)nnc3s2)cc1OC
2,-2,-6,0.3,8,3,-2,-1,-9,-5,COc1ccc(-n2cnnc2SCC(=O)Nc2cc(C(C)(C)C)nn2-c2ccccc2)cc1

The whole of this part, repeating the preview:
TDP2 absorb,PLC-gamma1 inh,Tn7 DDE FP,KLK7 zymogen act,ARFGAP1 inh,ADAM10 inh,Tn6 DDE FP,ADAM17 inh,ASAP1 inh,LEDGF integ inh,mol
-1,-7,2,0.5,-4,-3,2,3,3,1,CCc1nc2ccc(C(=O)Nc3ccc(OC)c(OC)c3)cn2c1N(CC)Cc1ccc(OC)c(OC)c1
-16,3,-5,0.4,2,5,-4,3,20,3,CCN(c1ccccc1)S(=O)(=O)c1ccc(Cl)c(C(=O)OCC(=O)NC(=O)C(C)C)c1
-2,0,-5,-0.2,1,3,2,1,9,-3,CC1CN(C(=O)C(C)Sc2nc3ccccc3s2)CC(C)O1 (configuration not stated)
-12,-2,2,-1.1,7,6,-1,-1,-9,4,CC1=NN(C(=O)c2ccccc2Br)C(O)(c2ccc(Cl)cc2)C1 (configuration not stated)
-3,4,-1,0.4,-12,4,-3,0,-18,5,CCc1ccc(Nc2n[n+](-c3ccccc3)c(-c3cc(OC)c(OC)cc3Br)s2)cc1
10,3,6,1.3,-3,-1,2,-4,-13,-5,Nc1o[nH]c(=O)c1Cc1ccccc1
7,-3,6,0.2,5,4,-2,0,-6,2,Clc1ccc(OCc2nnc(SCc3nc4ccccc4[nH]3)n2Cc2ccco2)cc1
5,-121,0,-29,9,-164,7,-54,11,-1,COc1cc(OC)c(-c2nn3c(-c4ccco4)nnc3s2)cc1OC
2,-2,-6,0.3,8,3,-2,-1,-9,-5,COc1ccc(-n2cnnc2SCC(=O)Nc2cc(C(C)(C)C)nn2-c2ccccc2)cc1
0,-1,0,0.4,-9,-3,-1,0,2,4,COc1cc(CNC[C@H]2O[C@@H](n3ccc(N)nc3=O)[C@H](O)[C@@H]2O)ccc1OCc1cccc(Cl)c1
-20,-40,4,0.1,19,-3,-11,-7,-3,-3,O=C(Nc1ccc2oc(-c3ccncc3)nc2c1)c1ccc([N+](=O)[O-])o1
-12,-6,-10,-0.8,17,-14,0,-7,-6,-1,O=C(COC(=O)c1cc(Cl)ccc1Cl)Nc1ccc2[nH]c(=O)[nH]c2c1
2,2,-5,0.2,0,-1,-7,-1,4,5,COc1ccc(NC(=O)Nc2cccc3[nH]c([C@@H]4O[C@H](CO)[C@@H](O)[C@H](O)[C@H]4O)nc23)cc1OC1CCCC1
3,1,1,0.5,-4,1,-4,-1,-9,3,CCc1nc2ccc(C(=O)NCCCn3ccnc3)cn2c1N(C)Cc1ccc(N(C)C)cc1
7,-8,3,-0.5,1,-6,-7,-3,0,-3,CCOc1ccc2[nH]cc(S(=O)(=O)c3ccc(Cl)cc3)c(=O)c2c1
6,-41,2,6.5,0,-300,-4,-113,4,-2,Cc1ccc(O)c(CNc2cnc3ccccc3c2)c1
-2,-3,5,0.1,2,1,2,-1,3,-3,COc1cccc(-c2nc(-c3ccccc3)[nH]c(=O)c2C#N)c1
1,-2,-8,0.0,6,9,1,3,-1,-4,COc1ccc(CC(=O)OCC(=O)Nc2ccc(Br)cc2)cc1
-14,2,-4,0.2,4,10,8,5,7,3,CC(C)Cc1cc(C(=O)N2CCN(C(c3ccccc3)c3ccccc3)CC2)no1
6,1,-4,-0.3,12,-15,-10,-2,0,-2,O=c1c(-c2ccc(O)cc2O)coc2cc(O)cc(O)c12
-10,4,2,0.7,0,4,11,-5,-1,-1,Cc1ccccc1-c1nc(SCc2cccnc2)c2c(=O)n(C)c(=O)n(C)c2n1
5,0,7,-0.3,3,3,6,-1,-2,1,COc1ccc(CCNS(=O)(=O)CCNC(=O)c2ccc3c(c2)OCO3)cc1
-13,-2,3,-0.6,14,-2,1,-7,13,-5,Cc1cc(C)c(OCC(=O)OCC(=O)NC2CCC(C)CC2)c(C)c1 (configuration not stated)
7,-2,12,0.2,6,-12,2,-2,-7,0,CN(CCCN1CCOCC1)C(=O)c1ccc2nc(Cc3cccc(Cl)c3)oc2c1
1,1,-5,-0.3,-6,-12,3,-5,7,4,CC(C)CC(=O)Nc1cccc(C(C)O)c1 (configuration not stated)
-10,3,-1,-0.3,0,-9,-12,-1,11,1,Cc1ccc(NC(=O)CSc2nnc(CN3CCOCC3)n2-c2ccccc2)cc1
-1,1,-3,-0.5,2,9,-5,-1,5,1,Cc1cc(C)c2c(-n3cccc3)n[nH]c2n1
6,-1,-11,-0.1,15,-2,-5,-5,-2,-2,CC1CCCCN1CCCNC(=O)CN1C(=O)c2cccnc2Oc2ccc(Cl)cc21 (configuration not stated)
2,5,-3,-0.3,7,4,4,6,10,7,CC(C)CC(=O)N1CCN(c2ccc([N+](=O)[O-])cc2Cl)CC1
-4,4,2,0.4,2,2,2,2,-17,-1,NC(=O)COC(=O)c1ccc2c(c1)S(=O)(=O)c1ccccc1C2=O
-3,-3,7,0.3,-4,-3,9,-5,-11,1,CCOC(=O)c1sc(NC(=O)c2cc(S(=O)(=O)N3CCOCC3)ccc2C)nc1C
0,-9,4,-0.8,3,-10,5,0,0,2,O=C(CNC(=O)c1ccc(Br)o1)Nc1ccc(F)c(S(=O)(=O)N2CCOCC2)c1
-15,0,-10,3.1,14,4,-3,-1,4,3,CCCCCN1CC(=O)N2Cc3[nH]c4ccccc4c3C[C@H]2C1=O
0,-12,-2,-0.5,-3,-1,6,-1,-2,3,CC(=NCCCn1ccnc1)C1=C(O)c2ccccc2C1=O
-6,0,-2,-0.1,-14,-2,2,-4,1,-5,Cc1ccc(S(=O)(=O)N2CCCCC2c2cccnc2)c(C)c1C (configuration not stated)
-2,2,-2,-0.8,-4,-8,-2,1,5,0,CCCC(=O)Nc1ccc(-c2cnc(-c3ccc(NC(=O)CCC)cc3)nc2)cc1
-4,6,1,0.4,8,11,-2,-3,-3,2,O=P(O)(O)c1ccccc1OCc1ccccc1
-12,2,-6,0.2,0,-2,-1,-1,13,0,CCN(CC(=O)Nc1ccccc1C(F)(F)F)C(=O)CN1C(=O)NC2(CCCCC2)C1=O
7,0,5,-0.1,32*,-5,2,-4,-9,1,CC1CC(C)CN(CCCNC(=O)C2CCC(=O)N2C2CCCC2)C1 (configuration not stated)
-1,-43,7,-6.0,1,-55,4,-17,1,1,COc1ccc(/C=C2\Sc3ccc(C(=O)NCC4CCCO4)cc3N(C)C2=O)cc1 (configuration not stated)
0,0,2,-0.3,-18,6,7,-1,-4,0,O=C(NCc1ccco1)c1ccccc1-c1ccc(C(F)(F)F)cc1
-9,3,-3,0.8,-3,10,-7,0,5,-1,Cc1ccccc1NC(=O)NC1(C(=O)NCc2ccco2)CCCCC1
-4,0,-3,-0.1,-8,-1,10,0,2,-1,CCC(C)NC(=O)NCc1ccccc1F (configuration not stated)
-7,-8,2,-0.5,18,-1,2,0,7,-1,COc1cc(/C=C2\C(=N)N3N=C(S(C)(=O)=O)SC3=NC2=O)cc(OC)c1OCCOc1ccc(C)cc1
-10,-3,-6,0.1,-8,-1,-1,-1,-10,1,O=C(C[n+]1ccccc1)c1ccc(Cl)cc1

Screens: PubChem, The Scripps Research Institute Molecular Screening Center
